# Screening results (PubChem BioAssay)
# Dynein cargo inh: dynein cargo transport inhibition | 3617.4 mouse cells, GR-EGFP nuclear translocation imaging; test concentration mostly 20 µM; stimulated with dexamethasone, 1 µM; active compounds read low | z-score, hits read low | 220,000 compounds, 0.47% hits | AID 1381;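 active = plate z-score of nuclear minus cytoplasmic receptor signal below a set negative limit, without overly bright fluorescence or cell loss, cut at about -3.5 in these data, passing the limit was not always enough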;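 also: z-score of nuclear minus cytoplasmic ring GR-EGFP intensity difference per well; some compounds called inactive have numbers as strong as hits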
#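 Buffer or medium – tet-free medium with charcoal-stripped serum · Signal – automated 10x imaging of fixed Hoechst-stained cells · Also added – dexamethasone agonist, 1.0 µM final, for 30 min · Incubation – induction 48 h, compound 1 h, agonist 30 min · Read-out – GR-EGFP nuclear translocation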
# KOR beta-arrestin-1: kappa opioid receptor blockers – cell-based, luminescence, uHTS (AID 1778). KOR beta-arrestin recruitment, luminescence, antagonist mode; higher % means a stronger effect. inhibition, % at 10 µM; hits with a dose series show IC50 in µM. 290,000 compounds, 0.091% hits; also: strong numbers were not always called active
# KOR beta-arrestin-2: KOR agonists, beta-arrestin recruitment, primary screen, cell-based, luminescence, uHTS (AID 1777); activation, % at 10 µM; hits with a dose series show EC50 in µM; 280,000 compounds, 0.02% hits; KOR beta-arrestin recruitment, luminescence; higher % means a stronger effect; in the data active = activation above about 50%, passing the limit was not always enough; also: a part of the inactive calls stands beside numbers as strong as those of hits
# P. falciparum M17LAP: P. falciparum M17LAP inhibitors, primary screen, biochemical, fluorogenic H-Leu-NHMec substrate, 1536-well (AID 1619); recombinant M17LAP, H-Leu-NHMec fluorogenic kinetic assay; higher % means a stronger effect; inhibition, % at 30 µM, or IC50 in µM where a hit was titrated; 220,000 compounds, 0.38% hits;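 active = compound inhibiting the enzyme by more than half at any dose during confirmatory dose-response retesting; inconclusive = strong single-dose inhibitors picked by rank but not retested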;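 also: plate controls were full reaction with DMSO carrier for no effect and no enzyme background for full effect; strong numbers were not always called active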
# GPR55 activation: selective activators of receptor GPR55 – imaging, U2OS cells, beta-arrestin-GFP redistribution, primary screen (AID 1961) | U2OS GPR55 beta-arrestin-GFP redistribution imaging; higher % means a stronger effect | one-dose activation, % at 10 µM; EC50 in µM for titrated hits | 290,000 compounds, 0.048% hits;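 active = activation above 40% with more than 50 cells counted in the well; inconclusive = wells holding fewer than 50 cells, flagged as toxic or sparse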;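 also: U2OS osteosarcoma cells stably expressing GPR55 and beta-arrestin-GFP; plate controls were DMSO negative control for no effect and LPI positive control for full effect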
# HEK293 NOD2/NF-kB: NOD2 signaling inhibitors, cell-based, luminescence, uHTS, HEK293 (AID 1566) | HEK293 NOD2/NF-kB luciferase reporter, luminescence; higher % means a stronger effect | inhibition, % at 4 µM, or EC50 in µM where a hit was titrated | 290,000 compounds, 0.63% hits; also: many of its hits are not listed in these tables
# NOD1 inhibition: inhibition of NOD1-driven NF-kB reporter – cell-based, luminescence, uHTS, primary screen (AID 1578); NOD1-driven NF-kB luciferase reporter cells, luminescence; higher % means a stronger effect; inhibition, % at 4 µM, or EC50 in µM where a hit was titrated; 290,000 compounds, 1% hits; in the data active = inhibition mostly above about 36%, no sharp cut-off; inactive = mostly below about 34%;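 also: HEK-293T reporter cells stimulated with the NOD1 agonist gamma-tri-DAP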
# AID2073: inhibitors of Mint1-CaV2.2 protein interaction, biochemical, HTRF (AID 2073); HTRF protein-protein interaction, Mint1-CaV2.2; higher % means a stronger effect; one-dose inhibition, % at 20 µM; IC50 in µM for titrated hits; 290,000 compounds, 0.19% hits; in the data active = inhibition mostly above about 51%, no sharp cut-off; inconclusive = no clear call, values can overlap the other calls; inactive = mostly below about 53%; also: some results filed as inactive read as strong as hits
# M1AAP inhibition: malaria alanyl aminopeptidase activity blockers – biochemical, fluorogenic H-Leu-NHMec substrate, 1536-well (AID 1445) | recombinant M1AAP, H-Leu-NHMec fluorogenic kinetic assay; higher % means a stronger effect | inhibition, % at 30 µM, or IC50 in µM where a hit was titrated | 220,000 compounds, 0.42% hits;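 active = primary inhibition above the hit cutoff, then over 50% inhibition at one or more dose response concentrations, cut at about 23% in these data, passing the limit was not always enough; inconclusive = conflicting primary data, or primary hits not chosen for dose response; inactive = low primary inhibition, or under 50% at every dose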;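 also: plate controls were DMSO full reaction for no effect and no enzyme background for full effect; strong numbers were not always called active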
# Dynein cargo inh cytoplasmic EGFP: also measured in Dynein cargo inh; calls as there; z-score; measured here: cytoplasmic GR-EGFP intensity; active compounds read high
# Dynein cargo inh nuclear GR-EGFP: second read-out of Dynein cargo inh, no call of its own (marks repeat the call); z-score; measured here: nuclear GR-EGFP intensity;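 lower value marks the stronger effect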
# Dynein cargo inh cell count: further read-out of Dynein cargo inh, marked with its call; z-score; measured here: cell count per field
# An asterisk follows results filed as active; u = inconclusive; x = not tested or not shown. Rule as the data show it, unless noted: active = inhibition above about 50%; inactive = the rest. Only part of the results is shown; count on the stated rates, not on these rows.
SMILES,Dynein cargo inh,Dynein cargo inh cytoplasmic EGFP,Dynein cargo inh nuclear GR-EGFP,Dynein cargo inh cell count,KOR beta-arrestin-1,KOR beta-arrestin-2,P. falciparum M17LAP,GPR55 activation,HEK293 NOD2/NF-kB,NOD1 inhibition,AID2073,M1AAP inhibition
COc1ccccc1CNC(=O)CN(C)S(=O)(=O)c1cccc2cccnc12,0.61,-0.13,1,0.039,10%,-2.8%,12%,0.3%,4%,-7%,-6%,1%
O=C(O)C(C/C(=N/O)c1ccc(Br)cc1)P(=O)(c1ccccc1)c1ccccc1 (stereo not drawn),-0.95,-0.23,-0.56,1.5,-26%,-0.9%,18%,-0.1%,6%,-10%,-14%,9%
O=C(NCc1n[nH]c(=S)n1-c1cccc(Cl)c1)c1cccs1,-0.26,-0.24,-0.016,0.17,-48%,1.4%,0%,0.3%,-13%,-28%,8%,4%
COCCN=c1scc(-c2ccccc2)n1/N=C/c1c[nH]c2ccccc12,-0.58,-0.2,-0.087,0.67,38%,2.5%,4%,u,2%,-16%,-35%,6%
COc1ccccc1-n1c(SCC(=O)O)nc2sc3c(c2c1=O)CCC3,-0.69,-0.16,-0.35,0.71,6%,6.3%,4%,-0.2%,10%,-13%,4%,6%
O=C(CCNC(=O)c1ccc([N+](=O)[O-])cc1)Nc1ccccc1N1CCOCC1,-0.17,-0.35,0.34,0.44,-6%,-1.5%,5%,0.0%,11%,-45%,-2%,10%
CCS(=O)(=O)c1nc(S(=O)(=O)c2ccc(C)cc2)c(N2CCOCC2)s1,x,x,x,x,-34%,8.7%,x,0.2%,15%,37%,12%,x
CCN(CC(=O)NCc1ccc(Cl)cc1)C(=O)c1ccc(S(=O)(=O)NCc2ccco2)cc1,x,x,x,x,1%,5.7%,x,-0.1%,11%,21%,11%,x
CSc1nnc(C)c(=O)n1COC(=O)c1ccc(S(=O)(=O)N(C)C)cc1,-0.53,-0.31,-0.58,0.55,-7%,5.3%,4%,0.3%,12%,12%,1%,8%
C=CCSC1=NNC(c2ccc(C(C)(C)C)cc2)=NN1,0.11,-0.27,0.36,-0.15,27%,-0.3%,-15%,0.5%,-17%,-6%,5%,1%
CC(C)c1c(O)nc(SCCN2CCOCC2)[nH]c1=O,0.32,-0.25,-0.74,1.3,-7%,0.1%,3%,0.0%,13%,9%,-7%,0%
CCc1nc(C)c(C#N)c2cc(OC)c(OC)cc12,-1.2,-0.14,-0.28,-0.67,-42%,9.7%,-2%,0.5%,-15%,8%,15%,-3%
CCOC(=O)Cc1csc(SCc2nc3sc4c(c3c(=O)[nH]2)CCC4)n1,-0.92,0.27,-0.38,0.63,-11%,-5.0%,3%,-0.1%,18%,-7%,-5%,2%
Nc1cc(OC(=O)c2ccco2)nn1S(=O)(=O)c1ccc(F)cc1,-0.17,-0.22,0.29,-0.065,-6%,3.1%,14%,0.0%,-10%,-21%,-62%,10%
CN(C)S(=O)(=O)c1ccc(C(=O)N2CCN=C2SCc2cccnc2)cc1,2.2,-0.21,1.9,-1.6,-35%,2.0%,-13%,-0.1%,6%,12%,-4%,-4%
CCCS(=O)(=O)c1nc(S(=O)(=O)c2ccc(C)cc2)c(N2CCC(O)CC2)s1,x,x,x,x,-45%,6.5%,x,-0.2%,26%,36%,8%,x
Cc1cc(C)n(-c2nc3ccccc3s2)n1,-0.13,-0.32,-0.2,0.59,5%,1.0%,1%,-0.1%,-13%,-38%,-6%,9%
CCCCCCC(=O)NCC(=O)OCC(=O)c1ccccc1,0.37,-0.18,0.64,0.38,-7%,-2.5%,4%,-0.2%,12%,-9%,-5%,3%
COc1cc(OC)cc(C(=O)NC2CCN(C(=O)N3c4ccccc4Sc4ccccc43)CC2)c1,1.1,-0.21,0.83,-0.3,-16%,2.0%,-1%,0.0%,1%,8%,27%,-8%
Cc1cc(N=Nc2ccccc2C(=O)O)c(C)c(C)c1O,1.3,-0.1,1.4,-2.4,4%,13%,1%,0.3%,40%,2%,13%,u
C#CCNC(=O)C1=C[C@@H](C2CC2)C[C@@H](OCCCCO)O1,-0.67,-0.77,-0.16,0.15,2%,1.3%,-3%,-0.1%,4%,-4%,9%,-3%
COc1ccc(C)cc1NC(=O)CN1C(=O)COc2ccc(S(=O)(=O)N3CCOCC3)cc21,x,x,x,x,-6%,-3.9%,x,-0.1%,9%,-4%,0%,x
Nc1c(C(=O)NCC2CCCO2)sc2nc3c(c(-c4ccco4)c12)CC/C3=C\c1ccco1 (stereo not drawn),-0.16,3.9,1.1,-0.082,-12%,3.8%,17%,-0.2%,-4%,4%,86%*,7%
CC(C)(C)NC(=O)C1Cc2ccccc2CN1 (stereo not drawn),0.79,-0.37,-0.23,0.02,3%,-12%,2%,0.2%,5%,-31%,-3%,0%
Cc1onc(-c2c(F)cccc2Cl)c1C(=O)Nc1c(C)n(C)n(-c2ccccc2)c1=O,0.22,-0.16,0.27,0.6,-20%,1.1%,-4%,0.0%,-11%,-5%,-3%,1%
CCOc1nc2cnccc2n(CC(=O)Nc2c(F)c(F)cc(F)c2F)c1=O,x,x,x,x,-6%,0.0%,x,0.3%,-4%,-29%,7%,x
CCN1CCCC1CNC(=O)C1CCCN(S(=O)(=O)c2cccc3nsnc23)C1 (stereo not drawn),-0.72,-0.19,-0.12,-0.34,-45%,10%,2%,-0.1%,-4%,-11%,1%,0%
CCC1CCCCN1CCCNC(=O)Cn1c(=O)c2cccn2c2ccccc21 (stereo not drawn),x,x,x,x,-15%,-1.8%,x,0.3%,-23%,10%,-2%,x
CCOC(=O)N1CCN(C2=CC(=O)OC23CCCCC3)CC1,0.55,0.14,0.39,-0.59,-32%,4.3%,-4%,0.0%,-3%,-8%,-2%,6%
CCOC(=O)c1c(NC(=O)C[n+]2ccc(N(C)C)cc2)sc(C)c1C,-0.27,-0.29,-0.15,0.017,4%,-1.8%,-13%,0.1%,16%,-7%,2%,4%
O=C(COc1ccccc1[N+](=O)[O-])OCC(=O)N1CCC(Cc2ccccc2)CC1,-1.7,0.94,-1,1.4,x,7.3%,8%,-0.4%,-12%,45%,-4%,9%
COC(=O)C1=C(C)NC(C)=C(C(=O)OC)C1C(=O)OCCN1C(=O)c2ccccc2C1=O,3.4,-0.16,3.4,-2.3,5%,-2.5%,0%,0.3%,9%,-20%,4%,-1%
CN(C)S(=O)(=O)N(CC(=O)NCCSCc1ccc(Cl)cc1)c1ccccc1,-0.44,-0.28,-0.027,0.36,2%,4.8%,-1%,0.2%,-7%,-37%,0%,-2%
CN1CCN(c2ccccc2NC(=O)c2c(F)cccc2F)CC1,-0.5,-0.2,-0.86,-0.071,3%,0.2%,19%,0.2%,1%,-54%,4%,8%
COC(=O)c1cc(N2CCNCC2)nc2ccccc12,-0.018,-0.26,0.53,0.021,-25%,-0.3%,-10%,0.7%,12%,8%,19%,13%
CSc1cccc(NC(=O)/C=C/c2ccccc2)c1,-0.87,-0.072,-0.56,0.27,-35%,11%,6%,0.2%,-94%,-6%,1%,8%
Cc1ccc(S(=O)(=O)N2CCC(=O)N(CCOC(=O)Nc3ccc(C)c(C)c3)CC2)cc1,1.2,0.42,0.99,-0.23,-49%,0.3%,19%,0.4%,5%,49%,-2%,10%
Cc1c(Cl)cccc1NC(=O)CCCn1nc([N+](=O)[O-])cc1C,0.21,-0.19,0.17,-0.094,-8%,-4.7%,13%,-0.8%,12%,-47%,-21%,1%
COc1ccc(C(=O)NC2CCN(CC(=O)N3CCCCC3)CC2)cc1,x,x,x,x,-19%,3.0%,x,-0.2%,-12%,-39%,-2%,x
COc1ccc(OCC(=O)N/N=C(\C)CC(=O)Nc2cccc([N+](=O)[O-])c2)cc1,-0.77,-0.31,-0.58,0.74,-1%,0.1%,16%,-0.5%,2%,-47%,2%,9%
NS(=O)(=O)c1ccc(NC(=O)COC(=O)c2cnccn2)cc1,0.58,-0.27,0.8,-0.24,-62%,2.8%,3%,-0.2%,5%,-49%,51%*,6%
CCCCOc1ccc(C(=O)N/C(=C\c2ccc([N+](=O)[O-])cc2)C(=O)OCc2ccco2)cc1,-0.54,0.24,-0.091,0.38,-13%,-0.3%,3%,0.4%,-31%,-8%,0%,2%
Cc1c(C)c2ccc(OCC(=O)NCc3ccccn3)cc2oc1=O,x,x,x,x,-31%,-1.4%,x,0.1%,1%,-5%,27%,x
CCOC(=O)c1c(C)[nH]c(C(=O)OCC(=O)N2c3ccccc3CC2C)c1C (stereo not drawn),0.075,-0.2,0.2,0.24,12%,9.2%,-2%,-0.2%,17%,36%,1%,-1%
c1ccc2c(c1)nc(N1CCCCCC1)c1ccccc12,0.27,-0.26,0.21,0.46,19%,2.2%,2%,-0.1%,-8%,-9%,0%,17%
CC(=O)c1c(C)cc(C)c(CSc2nc(C)cc(=O)[nH]2)c1C,-0.25,-0.29,0.52,0.59,-46%,0.9%,-4%,-0.3%,13%,-2%,-4%,2%
CCOC(=O)C1C(c2ccc(Cl)cc2)NC(=S)NC1(O)C(F)(F)F (stereo not drawn),-0.92,-0.25,-0.57,0.68,-6%,-0.7%,4%,1.1%,-7%,-19%,-26%,1%
OCCC1CN(Cc2cccn2-c2nccs2)CCN1C1CCCCC1 (stereo not drawn),0.33,-0.22,0.1,0.14,-16%,2.2%,-2%,-0.3%,-25%,-4%,-2%,9%
